Bioassay records deposited in PubChem BioAssay by several laboratories.
rCAG RNA binder – binders of r(CAG) RNA repeats, primary screen, biochemical, fluorescence; r(CAG) RNA repeat, TO-PRO-1 dye displacement fluorescence; inhibition, % at 3 µM; actives 1.3% (n = 370,000);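 active = inhibition above the plate cutoff, the mean of all test compounds on that plate plus 3 SD, cut at about 35% in these data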;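 also: 0% = DMSO alone and 100% = 100 µM mitoxantrone as full dye displacement; higher means more dye released from RNA so lower well fluorescence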
TCR CD3 inh – inhibitors of human TCR-CD3 interaction, primary screen, biochemical, fluorescence, TAMRA-labeled TCR probe | T-cell receptor (TCR) | inhibition, % at 9.4 µM | actives 0.37% (n = 360,000); in the data active = inhibition above about 19%;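 also: recombinant mutant TCR 2C K166C tagged with TAMRA read by polarization; 0% = receptor in buffer alone and 100% = receptor with positive control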
LEDGF integ inh – blockers of LEDGF/p75-dependent integrase strand transfer – biochemical, TR-FRET, high throughput, primary screen | inhibition, % at 3.7 µM | TR-FRET IN-LEDGF/p75 DNA integration, Eu/Cy5 | actives 0.64% (n = 370,000) | HIV-1 integrase (with human LEDGF/p75);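 active = inhibition above the screen-wide mean plus 3 SD, cut at about 13% in these data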;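 also: signal is the Cy5 over europium emission ratio at 671 and 618 nm; 0% = plate median of compound wells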
PRMT1 inh – PRMT1 methyltransferase inhibitors, primary screen, biochemical, fluorescence polarization; recombinant PRMT1, activity-based probe fluorescence polarization; inhibition, % at 2.79 µM; actives 1.3% (n = 370,000);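 active = inhibition above about 21% made by adding two undisclosed values, limit read from the data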
mABHD4 FP – ABHD4 inhibitors, primary screen, biochemical, fluorescence polarization, mouse; (Lyso)-N-acylphosphatidylethanolamine lipase (Mus musculus), Q8VD66; purified mABHD4, FP-Rh probe fluorescence polarization; inhibition, % at 8.92 µM; actives 0.54% (n = 370,000);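 active = inhibition exceeding the mean over every tested compound plus 3 SD, cut at about 30% in these data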;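 also: 0% = plate median of compound wells and 100% = S159A mutant with DMSO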
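Test system: mouse ABHD4 enzyme, wild type. Reagent: FP-Rh fluorescent activity-based probe, added after compound pre-incubation. Timing: pre-incubation 45 min, probe exposure 60 min, at 25 °C. Technique: FP readout, ex 525 nm / em 598 nm. Benchmarks: high control S159A mutant with DMSO, low control median of compound wells.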
GC-B act – human GC-B receptor activators, primary screen, HEK293 GC-B cells, cGMP TR-FRET, EC30 CNP. Atrial natriuretic peptide receptor 2 (Homo sapiens), P20594. 0% at EC30 CNP, 100% saturating CNP. activation, % at 10 µM. actives 0.11% (n = 370,000);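 active = activation at 10 µM reaching about 35% in either raw or pattern-adjusted values, limit read from the data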
MBD2 inh – inhibitors of MBD2 binding to methylated DNA, primary screen, biochemical, TR-FRET, DNA-binding domain, human; inhibition, % at 4.4 µM; MBD2 binding to methylated oligonucleotide; actives 0.31% (n = 370,000); in the data active = inhibition above about 13%
Target sequence (Q9UBB5 whole entry, looked up, the tested form may be a part): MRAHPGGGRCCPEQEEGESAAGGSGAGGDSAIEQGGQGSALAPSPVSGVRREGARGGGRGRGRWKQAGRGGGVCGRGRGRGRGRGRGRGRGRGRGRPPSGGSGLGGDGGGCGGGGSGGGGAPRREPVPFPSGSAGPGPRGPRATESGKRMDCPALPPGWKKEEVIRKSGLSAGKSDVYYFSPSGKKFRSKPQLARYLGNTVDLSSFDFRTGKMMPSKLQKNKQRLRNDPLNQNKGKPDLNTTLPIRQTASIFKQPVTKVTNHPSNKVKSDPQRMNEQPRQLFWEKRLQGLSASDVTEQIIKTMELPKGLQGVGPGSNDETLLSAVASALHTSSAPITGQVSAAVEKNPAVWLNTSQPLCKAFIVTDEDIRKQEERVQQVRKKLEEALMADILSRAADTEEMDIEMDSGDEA
TDP2 absorb – human TDP2 enzyme inhibitors, primary screen, biochemical, epi absorbance, recombinant enzyme. Tyrosyl-DNA phosphodiesterase 2 (Homo sapiens), O95551. T5PNP hydrolysis, p-nitrophenol absorbance 415 nm. inhibition, % at 12.8 µM. actives 0.34% (n = 370,000). AID 720702, 2013;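 active = inhibition above the mean of all tested compounds plus 3 SD, set per campaign, cut at about 25% in these data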;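 also: 0% = DMSO with enzyme and 100% = buffer with substrate but no TDP2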
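System – recombinant human TDP2 · Amount – 120 nM TDP2 per well · Buffer or medium – Mg2+-containing Tris-HCl buffer, pH 7.5 · Reagent – T5PNP substrate, 5 mM · Dosing – 12.8 µM single point, 1% DMSO · Incubation – 2 h at 37 °C · Measured by – epi absorbance · Read-out basis – percent inhibition · Benchmarks – high control without enzyme, low control DMSO plus TDP2 · Repeats – singlicate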
SIAE inh – human SIAE inhibitors, primary screen, biochemical, fluorescence polarization, FP-Rh probe, 1536-well HTS. SIAE FP-Rh probe binding. Sialate O-acetylesterase (Homo sapiens), Q9HAT2. inhibition, % at 9.66 µM. actives 0.69% (n = 370,000);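 active = inhibition above a cutoff: mean of compounds within the control limits plus 3 SD of those, cut at about 17% in these data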;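 also: 0% = plate median of compound wells and 100% = probe without SIAE protein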
HTRA1 inh – HTRA1 serine protease inhibitors, primary screen, biochemical, fluorescence polarization, HTS. actives 0.5% (n = 340,000). recombinant HTRA1, FP-rhodamine activity-based probe. Q92743. inhibition, % at 5.96 µM; in the data active = inhibition above about 36%;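 also: 0% = enzyme with DMSO and 100% = wells lacking enzyme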
Target sequence (Q92743 whole entry, looked up): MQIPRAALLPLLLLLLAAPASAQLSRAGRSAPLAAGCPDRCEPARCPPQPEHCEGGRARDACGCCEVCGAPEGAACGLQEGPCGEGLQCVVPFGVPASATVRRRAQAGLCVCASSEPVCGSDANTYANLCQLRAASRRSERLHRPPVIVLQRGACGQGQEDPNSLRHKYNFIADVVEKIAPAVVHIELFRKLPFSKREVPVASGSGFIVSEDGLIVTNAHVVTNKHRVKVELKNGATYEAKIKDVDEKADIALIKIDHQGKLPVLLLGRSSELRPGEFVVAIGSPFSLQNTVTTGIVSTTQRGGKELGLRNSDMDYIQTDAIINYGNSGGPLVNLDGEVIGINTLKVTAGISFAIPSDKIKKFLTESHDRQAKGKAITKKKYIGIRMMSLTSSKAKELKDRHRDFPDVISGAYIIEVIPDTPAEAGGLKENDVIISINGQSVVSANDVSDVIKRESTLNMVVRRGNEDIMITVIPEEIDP
* = called active by the depositor. Not all compounds are listed; rates above refer to the full screens.

For Cc1ccccc1-c1n[nH]c(=S)n1/N=C/C=C/c1ccco1 the results were rCAG RNA binder 26, TCR CD3 inh 7, LEDGF integ inh 13, PRMT1 inh 29*, mABHD4 FP 35*, GC-B act 1, MBD2 inh 2, TDP2 absorb -13, SIAE inh 8 and HTRA1 inh 16.
For CS(=O)(=O)N(CC(=O)NC1CCCCC1)c1cccc(F)c1 the results were rCAG RNA binder -2, TCR CD3 inh 0, LEDGF integ inh 0, PRMT1 inh -2, mABHD4 FP 2, GC-B act -4, MBD2 inh 0, TDP2 absorb 2, SIAE inh -6 and HTRA1 inh 9.
CCOC(=O)c1sc(=N)n(-c2ccc(OC)cc2)c1C was read as rCAG RNA binder -4, TCR CD3 inh 1, LEDGF integ inh -1, PRMT1 inh 0, mABHD4 FP -1, GC-B act -4, MBD2 inh 2, TDP2 absorb -8, SIAE inh 4 and HTRA1 inh 3.
CCOCCCNC(=O)c1ccccc1Br was read as rCAG RNA binder -1, TCR CD3 inh -3, LEDGF integ inh 2, PRMT1 inh 1, mABHD4 FP -4, GC-B act 0, MBD2 inh 1, TDP2 absorb -2, SIAE inh 7 and HTRA1 inh 10.
`CCOC(=O)C1=C(COC(=O)CNS(=O)(=O)c2ccc(C)c(C)c2)NC(=O)NC1C` (stereo not given) gave rCAG RNA binder -1, TCR CD3 inh -3, LEDGF integ inh -1, PRMT1 inh 4, mABHD4 FP 1, GC-B act -3, MBD2 inh 4, TDP2 absorb 3, SIAE inh -4 and HTRA1 inh 3.
Screening Fc1ccc(NC(=S)SCc2ccc3c(c2)OCO3)cc1F returned rCAG RNA binder 6, TCR CD3 inh -1, LEDGF integ inh 2, PRMT1 inh 5, mABHD4 FP 3, GC-B act 5, MBD2 inh 1, TDP2 absorb -10, SIAE inh -1 and HTRA1 inh 5.
Screening CC(CC(=O)N1CCN(S(=O)(=O)c2ccccc2)CC1)n1cncn1 (stereo not given) returned rCAG RNA binder -4, TCR CD3 inh 2, LEDGF integ inh -1, PRMT1 inh -3, mABHD4 FP 3, GC-B act 1, MBD2 inh 2, TDP2 absorb 22, SIAE inh 8 and HTRA1 inh -2.
O=C(CSc1nnc(Cc2cc(=O)[nH]c(=O)[nH]2)n1-c1ccccc1)NCC1CCCO1 (stereo not given) was read as rCAG RNA binder -2, TCR CD3 inh -7, LEDGF integ inh 2, PRMT1 inh 1, mABHD4 FP 1, GC-B act 3, MBD2 inh 2, TDP2 absorb 7, SIAE inh 1 and HTRA1 inh 3.
`CN(C)c1ccc(C(=S)N2CCCCC2)cc1Br` gave rCAG RNA binder -3, TCR CD3 inh 2, LEDGF integ inh -2, PRMT1 inh 3, mABHD4 FP -1, GC-B act 4, MBD2 inh 4, TDP2 absorb -4, SIAE inh -8 and HTRA1 inh -4.
For COCCOC(=O)C1=C(C)N(Cc2ccccc2)C(=O)NC1c1ccc(OC)cc1 (stereo not given) the results were rCAG RNA binder -8, TCR CD3 inh -2, LEDGF integ inh -1, PRMT1 inh 2, mABHD4 FP 10, MBD2 inh -4, TDP2 absorb -12, SIAE inh 6 and HTRA1 inh -9.
COc1ccc(-c2cn(-c3ccc(C)c(Cl)c3)c(=S)[nH]2)cc1OC was read as rCAG RNA binder 10, TCR CD3 inh -1, LEDGF integ inh 0, PRMT1 inh 7, mABHD4 FP 6, GC-B act 1, MBD2 inh 0, TDP2 absorb 18, SIAE inh 0 and HTRA1 inh 3.
For CCOC(=O)c1n[nH]n2c1nc(=O)c1ccccc12 the results were rCAG RNA binder 3, TCR CD3 inh -7, LEDGF integ inh 3, PRMT1 inh -5, mABHD4 FP -4, GC-B act -3, MBD2 inh 1, TDP2 absorb 0, SIAE inh 0 and HTRA1 inh 12.
`N#Cc1cc(Br)ccc1N=C1CCCN1c1ccccc1` gave rCAG RNA binder -3, TCR CD3 inh -1, LEDGF integ inh 0, PRMT1 inh 3, mABHD4 FP 0, GC-B act 5, MBD2 inh 2, TDP2 absorb 5, SIAE inh 2 and HTRA1 inh -11.
`COC(=O)c1cc(=O)c2c([N+](=O)[O-])ccc(OC)c2o1` gave rCAG RNA binder 0, TCR CD3 inh -4, LEDGF integ inh 1, PRMT1 inh -2, mABHD4 FP 2, GC-B act -3, MBD2 inh 1, TDP2 absorb 7, SIAE inh -1 and HTRA1 inh 3.
Screening C=CCCC(=O)N(Cc1ccccc1)c1ccccc1C(=O)Nc1cc(OC)ccc1OC returned rCAG RNA binder 3, LEDGF integ inh 2, PRMT1 inh -1, mABHD4 FP -3, GC-B act -20, MBD2 inh 4, TDP2 absorb 0 and SIAE inh 3.
Screening Cc1[nH]nc2c1C(c1cccc(C(F)(F)F)c1)N(Cc1ccccc1)C2=O (stereo not given) returned rCAG RNA binder 1, TCR CD3 inh -7, LEDGF integ inh 2, PRMT1 inh 4, mABHD4 FP -4, GC-B act -2, MBD2 inh 6, TDP2 absorb 0 and SIAE inh 5.
`O=C(Nc1ccc(Cl)cc1)c1cncs1` gave rCAG RNA binder -1, TCR CD3 inh -1, LEDGF integ inh 5, PRMT1 inh -8, mABHD4 FP -3, GC-B act 2, MBD2 inh 1, TDP2 absorb -3, SIAE inh -5 and HTRA1 inh -2.
Screening COCc1c(Br)c(C)nc(OCC(=O)N/N=C/c2ccco2)c1C#N returned rCAG RNA binder 1, TCR CD3 inh -4, LEDGF integ inh 2, PRMT1 inh -1, mABHD4 FP 1, GC-B act 0, MBD2 inh 0, TDP2 absorb 9, SIAE inh 2 and HTRA1 inh -1.
`COc1ccccc1-c1nc(S(=O)(=O)c2ccc(Cl)cc2)c(N(C)C)o1` gave rCAG RNA binder -1, TCR CD3 inh 7, LEDGF integ inh 1, PRMT1 inh 4, mABHD4 FP 4, GC-B act 3, MBD2 inh -2, TDP2 absorb 10, SIAE inh 1 and HTRA1 inh 3.
`NC(=O)c1ccsc1NC(=O)COC(=O)C1CC2CCCC(C1)C2=O` (stereo not given) gave rCAG RNA binder 4, TCR CD3 inh 5, LEDGF integ inh 3, PRMT1 inh -1, mABHD4 FP -3, GC-B act 2, MBD2 inh 2, TDP2 absorb -4, SIAE inh 1 and HTRA1 inh -1.
Screening Cc1cc(OCC(=O)NNC(=S)NC(=O)c2ccc(Br)o2)ccc1Cl returned rCAG RNA binder 45*, TCR CD3 inh 9, LEDGF integ inh 3, PRMT1 inh 4, mABHD4 FP 2, GC-B act 5, MBD2 inh -5, TDP2 absorb -21, SIAE inh 3 and HTRA1 inh -1.
`O=C(Cn1cnc2c(nnn2Cc2ccc(F)cc2)c1=O)NCc1ccc(F)cc1` gave rCAG RNA binder -2, TCR CD3 inh 8, LEDGF integ inh 4, PRMT1 inh -4, mABHD4 FP -2, GC-B act 2, MBD2 inh 2, TDP2 absorb -5, SIAE inh 2 and HTRA1 inh 7.
O=C(Nc1ccc(Br)cc1)c1cc2ccccn2n1 was read as rCAG RNA binder -1, TCR CD3 inh 3, LEDGF integ inh -3, PRMT1 inh -2, mABHD4 FP -16, GC-B act -1, MBD2 inh -3, TDP2 absorb 2, SIAE inh 0 and HTRA1 inh -13.
COc1cccc(C=O)c1OCCCOc1cccc2cccnc12 was read as rCAG RNA binder -7, TCR CD3 inh 0, LEDGF integ inh 0, PRMT1 inh 3, mABHD4 FP 4, GC-B act 0, MBD2 inh 3, TDP2 absorb 2, SIAE inh 0 and HTRA1 inh -5.
`COc1cccc(NC(=O)n2ncc3c(C)cccc32)c1` gave rCAG RNA binder 2, TCR CD3 inh -3, LEDGF integ inh 7, PRMT1 inh -6, mABHD4 FP -9, GC-B act 0, MBD2 inh 0, TDP2 absorb -8, SIAE inh 3 and HTRA1 inh -30.
For CCN(CC(=O)Nc1ccc(NC(C)=O)cc1)S(=O)(=O)/C=C/c1ccccc1 the results were rCAG RNA binder 2, TCR CD3 inh -4, LEDGF integ inh 4, PRMT1 inh 2, mABHD4 FP -3, GC-B act -6, MBD2 inh -1, TDP2 absorb 4, SIAE inh -2 and HTRA1 inh -26.
Screening COc1ccccc1N1CCN(C(=O)CCS(=O)(=O)c2ccc3c(c2)NC(=O)C(C)S3)CC1 (stereo not given) returned rCAG RNA binder 1, TCR CD3 inh 6, LEDGF integ inh 1, PRMT1 inh 4, mABHD4 FP 3, GC-B act -9, MBD2 inh 4, TDP2 absorb -11, SIAE inh 6 and HTRA1 inh -4.
Screening Cc1onc(-c2ccccc2)c1C(=O)Nc1ccc(S(=O)(=O)Nc2nccs2)cc1 returned rCAG RNA binder 33, TCR CD3 inh 0, LEDGF integ inh 9, PRMT1 inh -3, mABHD4 FP -8, GC-B act 3, MBD2 inh -6, TDP2 absorb -10, SIAE inh 4 and HTRA1 inh -1.
`Cc1ccc(-c2nc(SC(C)C(=O)c3c(N)n(C)c(=O)n(C)c3=O)n[nH]2)cc1` (stereo not given) gave rCAG RNA binder 2, TCR CD3 inh 2, LEDGF integ inh 1, PRMT1 inh 1, mABHD4 FP -1, GC-B act -1, MBD2 inh 2, TDP2 absorb 10, SIAE inh 9 and HTRA1 inh 4.
Screening CCOc1ccc(N(CC)C(=O)COc2cc(=O)n(CC)c3ccccc23)cc1 returned rCAG RNA binder -9, TCR CD3 inh 5, LEDGF integ inh -2, PRMT1 inh 0, mABHD4 FP 1, GC-B act -6, MBD2 inh 0, TDP2 absorb -10, SIAE inh -2 and HTRA1 inh -5.
Screening COc1ccc(NC(=O)Cn2nnc(C(=O)NCc3ccc4c(c3)OCO4)c2N)c(OC)c1 returned rCAG RNA binder 0, TCR CD3 inh -4, LEDGF integ inh -1, PRMT1 inh 2, mABHD4 FP 4, GC-B act 2, MBD2 inh 7, TDP2 absorb -9, SIAE inh -3 and HTRA1 inh -1.

Reprinted at random: two compounds from above, in no set order.
`CN(C)c1ccc(C(=S)N2CCCCC2)cc1Br` gave rCAG RNA binder -3, TCR CD3 inh 2, LEDGF integ inh -2, PRMT1 inh 3, mABHD4 FP -1, GC-B act 4, MBD2 inh 4, TDP2 absorb -4, SIAE inh -8 and HTRA1 inh -4.
Screening CCOc1ccc(N(CC)C(=O)COc2cc(=O)n(CC)c3ccccc23)cc1 returned rCAG RNA binder -9, TCR CD3 inh 5, LEDGF integ inh -2, PRMT1 inh 0, mABHD4 FP 1, GC-B act -6, MBD2 inh 0, TDP2 absorb -10, SIAE inh -2 and HTRA1 inh -5.
